# Hck Nef HTS: inhibitors of Nef-activated human Hck kinase, primary screen, biochemical, Z-Lyte FRET, 384-well, Hck-YEEI; Tyrosine-protein kinase HCK (Homo sapiens), P08631; 220,000 compounds, 0.68% hits; Recombinant Hck-YEEI plus Nef, Z-Lyte FRET kinase assay; inhibition, % at 20 µM; AID 463187, 2010;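 active means Hck-Nef kinase inhibition above about 50%, limit read from the data; inactive means inhibition below that limit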;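 further: 0% = DMSO with Hck plus Nef and 100% = Hck alone without Nef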
# Target sequence (P08631 whole entry, looked up): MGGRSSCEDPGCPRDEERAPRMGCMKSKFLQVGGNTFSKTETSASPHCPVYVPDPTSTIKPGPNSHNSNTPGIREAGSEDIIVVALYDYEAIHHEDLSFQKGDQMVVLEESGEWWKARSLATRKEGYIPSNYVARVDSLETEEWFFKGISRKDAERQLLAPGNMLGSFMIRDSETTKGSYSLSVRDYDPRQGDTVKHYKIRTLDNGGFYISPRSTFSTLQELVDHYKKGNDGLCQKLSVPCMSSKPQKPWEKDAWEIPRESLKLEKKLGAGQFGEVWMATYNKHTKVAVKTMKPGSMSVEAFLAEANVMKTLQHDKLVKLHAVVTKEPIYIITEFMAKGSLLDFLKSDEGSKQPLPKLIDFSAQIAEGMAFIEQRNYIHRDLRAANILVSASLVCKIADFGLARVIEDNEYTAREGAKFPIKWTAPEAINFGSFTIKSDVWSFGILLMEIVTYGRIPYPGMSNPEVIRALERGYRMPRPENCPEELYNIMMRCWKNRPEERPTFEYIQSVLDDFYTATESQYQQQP
# 14-3-3 Bad inh: inhibitors of 14-3-3 zeta/Bad binding, primary screen, biochemical, TR-FRET, bovine 14-3-3 zeta; TR-FRET 14-3-3zeta/Dy647-pBad peptide displacement, 1 h; 14-3-3 protein zeta/delta (Bos taurus), P63103; AID 781, 2007; 220,000 compounds, 0.71% hits; inhibition, % at 21.7 µM;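 active means inhibition above about 70%, limit read from the data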;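 further: 0% = full 14-3-3 plus peptide FRET controls and 100% = background without 14-3-3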
# TbHK1 inh: Trypanosoma brucei hexokinase 1 inhibitors, primary screen, biochemical, G6PDH-coupled NADH absorbance, MLSCN library. 220,000 compounds, 0.11% hits. recombinant TbHK1, G6PDH-coupled NADH A340. inhibition, % at 10 µM;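 active means inhibition of 50% or more in the single-dose primary screen; inactive means inhibition below 50%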
# EP2 antag: human EP2 receptor antagonists, primary screen, TR-FRET cAMP, C6 glioma cells | Prostaglandin E2 receptor EP2 subtype (Homo sapiens), P43116 | C6 glioma cells expressing human EP2; cells stimulated with saturating PGE2 | inhibition, % at 25 µM | 260,000 compounds, 0.52% hits | AID 1422, 2008;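 active means percent inhibition above 40 after rounding to a whole number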;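 further: rat C6 glioma host cells with rolipram phosphodiesterase inhibitor present; the protocol text gives 20 µM as final concentration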
# Target sequence (P43116 whole entry, looked up): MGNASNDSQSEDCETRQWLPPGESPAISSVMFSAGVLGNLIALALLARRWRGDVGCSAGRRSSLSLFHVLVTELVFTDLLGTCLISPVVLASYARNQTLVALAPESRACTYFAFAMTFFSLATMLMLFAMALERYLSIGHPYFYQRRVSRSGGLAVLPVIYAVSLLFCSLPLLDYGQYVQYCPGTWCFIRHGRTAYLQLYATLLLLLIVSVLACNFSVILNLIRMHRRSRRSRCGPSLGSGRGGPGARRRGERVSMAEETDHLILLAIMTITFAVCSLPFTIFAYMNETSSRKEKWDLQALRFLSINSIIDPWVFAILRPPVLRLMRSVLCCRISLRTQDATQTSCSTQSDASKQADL
# eIF4E 4G PPI: eIF4E–eIF4G protein interaction inhibitors, primary screen, biochemical, uHTS, TR-FRET, eIF4GI fragment; TR-FRET eIF4E-eIF4GI(517-606) binding, 2 h; inhibition, % at 21.7 µM; 220,000 compounds, 0.37% hits; AID 782, 2007;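 active means inhibition above about 30%, limit read from the data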;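 further: 0% = full FRET control wells and 100% = background wells lacking eIF4GI fragment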
# L929 necroptosis: inhibitors of zVAD-triggered necroptosis, primary screen, L929 cells. L929 zVAD necroptosis rescue, ATP luminescence, 24 h; with zVAD 60 µM. viability rescue, % at 10 µM. 220,000 compounds, 0.38% hits. AID 1377, 2008;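 active means activation, scaled between plate controls, above about 75%, limit read from the data; inactive means activation under that limit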;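 further: 0% = zVAD with DMSO and 100% = DMSO alone without zVAD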
# Rad51 HR inh: human RAD51 strand exchange inhibitors, primary screen, biochemical, fluorescence; DNA repair protein RAD51 homolog 1 (Homo sapiens), Q06609; 200,000 compounds, 0.085% hits; AID 1385, 2008; hRad51 DNA strand exchange, fluorescence dequenching; inhibition, % at 10 µM;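 active means inhibition above 40% at the single screening dose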;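 further: 0% = DMSO control wells and 100% = blanks with heterologous ssDNA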
#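 System: hRad51 filaments on single-stranded DNA; reagent: Fluorescein- and BHQ1-tagged 47-mer duplex; compound dosing: one concentration, 10 µM final; timing: filaments 15 min 37 °C, then compound 30 min; measured by: fluorescein emission 520 nm, excitation 485 nm; benchmarks: per-plate controls and blanks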
# EP2 modulator: EP2 receptor modulators, cAMP readout, primary screen, cell-based, HTRF cAMP, PGE2 stimulation. EP2-expressing cells, cAMP HTRF FRET, PGE2 co-stimulation. induction, % at 25 µM. 260,000 compounds, 0.83% hits;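 active means compounds whose cAMP rise, as percent of the full-agonist control response, exceeds 60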;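 further: rat C6 glioma line stably carrying human EP2 under a CMV promoter; the protocol text gives 20 µM as final concentration; 100% = response of wells given 1 µM PGE2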
# m-calpain inh: inhibitors of pig calpain II, primary screen, biochemical, fluorogenic peptide substrate, 1536-well; inhibition, % at 16 µM; purified calpain II, 30 min; AID 1236, 2008; 220,000 compounds, 0.37% hits;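 active means inhibition above about 50%, limit read from the data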
# * marks the source's active call; other numbers are inactive results; i = inactive; nt = not tested or not shown; & = joins results of further samples; ! = repeats disagree; [ ] = another dose, or the depositor's remark. Only part of the results is shown; rates above refer to the full screens.
SMILES,Hck Nef HTS,14-3-3 Bad inh,TbHK1 inh,EP2 antag,eIF4E 4G PPI,L929 necroptosis,Rad51 HR inh,EP2 modulator,m-calpain inh
COCCN1Cc2cccc(C(=O)Nc3ccc(C)c(C)c3)c2C1=O,3,-3,-6,20,-8,-0.1,6,16,-55
Cc1ccc(Cn2nc(C)c(NC(=O)CSc3nc4c(c(C(F)(F)F)n3)CCc3ccccc3-4)c2C)cc1,9,66[fluorescence artefact?],-30,3,30*,0.8,-9,-13,-7
CN(C)CCCNC(NC(=O)c1cccs1)C(Cl)(Cl)Cl (stereo not given),0,54[fluorescence artefact?],-6,6,2,1.8,-6,6,-10
Cn1cccc1/C=C1\SC(=S)N(NC(=O)c2ccccc2O)C1=O,14,8,7,6,-5,-0.1,nt,-25,13
O=C(NC1CC1)C1=C[C@H](c2c[nH]c3ccccc23)C[C@H](OCCCCO)O1,29,-6,-2,13,-1,0.5,0,-24,-7
O=C(COC(=O)c1cc([N+](=O)[O-])ccc1NCc1ccccc1)NCc1ccccc1Cl,3,16,4,5,5,0.0,27,20,23
N#CC1=C(N)C(C#N)(C#N)[C@H](c2ccncc2)[C@H]2CC3(CC=C12)OCCO3,1,7,10,7,11,-0.2,4,13,-12
CCOC(=O)c1ccc(NC(=O)NCc2ccccc2)cc1,-7,-12,4,11,-5,10,26,17,1
CCc1ccc(NC(=O)C2CC(=O)N=C(N)S2)cc1 (stereo not given),10,12,1,8,3,-1.1,-5,-3,-12
COc1ccc(CN2CCCCC2C)cc1C (stereo not given),-20,46[fluorescence artefact?],8,-2,-7[fluorescence artefact?],0.1,-2,-29,-6
O=C(Cc1ccc(Cl)cc1)c1c[nH]c(C(=O)NCc2cccnc2)c1,23,-17,5,2,3,3.3,3,-10,-2
O=C1c2ccccc2C(Nc2ccc(Cl)cn2)N1c1ccccn1 (stereo not given),22,13,-6,14,-3,-0.3,-1,19,26
CCc1ccc2c(c1)C1(C(=O)N2)N2CCCC2C(C(=O)c2ccc3ccccc3c2)C12C(=O)Nc1ccccc12 (stereo not given),4,-1,-5,11,4,2.2,6,22,-61
CCN(CC)c1ccc(N2C(=O)/C(=C/c3cccs3)SC2=S)cc1,-1,8,-10,10,-2,0.2,-3,6,-13
CCOC(=O)c1c(C)n(C)c2ccc(OC(=O)c3ccc(N4C(=O)CCC4=O)cc3)cc12,2,-4,25,11,1,0.3,0,-9,-15
O=C1c2ccccc2OC2(C=Cc3ccccc3O2)N1Cc1ccccc1 (stereo not given),0,-4,6,nt,2,-0.4,nt,76*,8
Cc1ccccc1-c1nnn(CC(=O)Nc2cccc(S(N)(=O)=O)c2)n1,24,-9,1,7,0,5.6,12,-19,-1
CC(C)(C)C(=O)Nc1ccccc1C(=O)OCC(=O)c1ccc2c(c1)OCCO2,1,-4,-7,8,-4,0.6,4,13,20
Cc1nn(C(C)C(=O)NCCCc2ccccc2)c(=O)c2cc3occc3n12 (stereo not given),-2,10[fluorescence artefact?],28,3,0,-1.8,2,-34,11
CCCCc1cc(=O)oc2cc(O)ccc12,115*,-5,-13,5,4,1.4,-3,8,i
COC(=O)c1c(NC(=O)CC2SC(N)=NC2=O)sc2c1CCCC2 (stereo not given),4,-4,-6,1,1,0.3,-2,3,-6
C=CCn1c(SCC(=O)c2c(N)n(CCC)c(=O)n(C)c2=O)nc2sc(CC)cc2c1=O,1,24[fluorescence artefact?],-21,15,-43,0.9,nt,-28,17
COc1ccc([N+](=O)[O-])cc1NC(=S)NC(NC(=O)Cc1ccc(OC)c(OC)c1)C(Cl)(Cl)Cl (stereo not given),9,-5,-11,6,-14,0.5,-4,-20,19
Cc1cccc(-c2nnc(SCC#N)n2C)c1,-5,-6,-3,5,3,0.9,8,14,7
CCOC(=O)NC(=O)CSc1nc2ccccc2[nH]1,17,-2,4,4,0,2.2,26,-9,-17
S=C1N(c2ccccc2)C(c2cccc3ccccc23)N2CCCN12 (stereo not given),-2,-5,-7,11,-1,1.6,11,7,-1
O=C(C1COc2ccccc2O1)N1CCN(c2ccc(F)cc2)CC1 (stereo not given),0,-6,5,6,1,0.8,-3,-26,11
COCCNC(=S)N/N=C/c1ccc([N+](=O)[O-])cc1,4,-6,-56,13,-1,-0.6,-9,-30,3
COCCCNC(=S)Nc1ccc(OC(F)F)cc1C,0,-4,0,6,1,-0.3,nt,-14,-20
COc1cccc(/C=N/NC(=O)c2[nH]c(C)c(C(=O)N/N=C/c3cccc(OC)c3)c2C)c1,4,18,-40,7,11,1.1,-22,-37,-72
Cc1cccc(C)c1NC(=O)COC(=O)C1Cc2ccccc2CN1C(=O)c1ccccc1 (stereo not given),1,-2,27,9,0,-0.3,2,11,-5
Cc1cccn2c(=O)c3cc(C(=O)NCc4cccnc4)c(=N)n(C(C)C)c3nc12,161*,-1,-4,5,-5,-0.5,3,19,i
COC(=O)c1ccc(COC(=O)c2ccc(CO)cc2)o1,-1,14,34,5,-3,0.9,-5,-10,25
CC(=O)Nc1ccc(S(=O)(=O)NNC(=O)c2sc(=S)n(C)c2C)cc1,0,-8,-19,13,-3,-1.0,-6,17,13
O=C(CSc1nnc(-c2ccco2)o1)c1ccc([N+](=O)[O-])cc1,-6,-5,-10,11,93*,0.7,8,2,10
O=C(O)CCCn1cc(NC(=O)COc2cc(F)ccc2[N+](=O)[O-])cn1,20,-2,-8,4,-3,0.3,6,20,-1
COc1ccc(NC(=S)NCc2cccn2C)cc1,23,-12,5,1,0,0.7,-3,-21,23
Cn1c(O)c(/C=C2\C=NN=C2c2ccccc2)sc1=S,7,6,-13,8,-2,0.5,14,-1,7
Cc1cc(C)nc(SCC(=O)Nc2ccc(S(=O)(=O)Nc3onc(C)c3C)cc2)n1,2,-4,-4,14,-1,0.5,1,11,-8
CN(C)c1nnnn1Cc1ccc(Cl)cc1Cl,25,-7,-1,14,1,1.2,4,5,-27
CCn1c(-c2nn(C)cc2Cl)n[nH]c1=S,8,-17,-8,3,2,0.7,11,23,-2
O=c1nc(N/N=C/c2ccco2)cn[nH]1,26,-16,-49,13,13,1.6,5,9,-13
Cc1nc(/C(N)=N/OC(=O)c2ccc(Cl)cc2)c(C(F)(F)F)o1,8,-2,-8,10,4,1.2,5,1,-17
CCCCN(Cc1ccccc1)C(=O)CCN1C(=O)C2C3C=CC(C3)C2C1=O (stereo not given),-5,1,-1,9,2,0.7,0,-5,10
COC(=O)Cn1c(CCS(=O)(=O)c2ccc(C)c(C)c2)nc2ccccc21,1,-8,3,-7,2,0.1,-2,-14,-20
O=C(COC(=O)c1n[nH]c2ccccc12)Nc1ccc(S(=O)(=O)N2CCCC2)cc1,1,-9,-5,20,-1,1.4,-6,-25,-36
COC(=O)c1cccnc1-n1c(=O)c2cccnc2n(Cc2ccc([N+](=O)[O-])cc2)c1=O,-7,4,-4,6,1,-0.7,-3,20,6
NS(=O)(=O)c1ccc(N/N=C2/CCCCC2C2CCCCC2)c([N+](=O)[O-])c1 (stereo not given),1,-1[fluorescence artefact?],17,7,18,0.5,11,52,-40

# For reference, two of the compounds above:
SMILES,Hck Nef HTS,14-3-3 Bad inh,TbHK1 inh,EP2 antag,eIF4E 4G PPI,L929 necroptosis,Rad51 HR inh,EP2 modulator,m-calpain inh
Cc1cc(C)nc(SCC(=O)Nc2ccc(S(=O)(=O)Nc3onc(C)c3C)cc2)n1,2,-4,-4,14,-1,0.5,1,11,-8
CN(C)c1nnnn1Cc1ccc(Cl)cc1Cl,25,-7,-1,14,1,1.2,4,5,-27

# Further structures
SMILES,Hck Nef HTS,14-3-3 Bad inh,TbHK1 inh,EP2 antag,eIF4E 4G PPI,L929 necroptosis,Rad51 HR inh,EP2 modulator,m-calpain inh
O=C(NCCSCc1ccccc1)c1ccc(Cl)c(S(=O)(=O)N2CCOCC2)c1,-7,2,-1,11,-10,0.5,0,-1,18
OC(CN1CCCCC1)Cn1c(C(F)(F)F)nc2ccccc21 (stereo not given),1,-3,-2,6,2,1.8,-14,38,-3
Cc1ccc(CNC(=O)CCCNC(=O)c2ccc(Cl)cc2)n1C,0,-8[fluorescence artefact?],8,6,3,0.5,0,-4,-55
CC1=NN(C(=O)CSCc2ccccc2)C(O)(c2ccccc2)C1 (stereo not given),-5,-10,10,5,5,-0.1,11,6,34
CCOC(=O)C1C(=O)CC(C)(O)C(C(=O)OCC)C1c1ccc2c(c1)OCO2 (stereo not given),1,nt,1,26,nt,-0.2,1,nt,nt
CCOC(=O)c1nc2sc3c(c2c(=O)n1C(C)C(=O)OCC)CCCC3 (stereo not given),22,-6,-6,5,0,0.6,2,45,i
Cc1cc(C)c(S(=O)(=O)Cc2ccc(Cl)cc2)c(=O)[nH]1,14,-5,-6,7,-1,0.8,-11,2,-5
Cc1ccc(C)c(N2CCN(Cc3nnnn3C3CCCCC3)CC2)c1,0,59,-2,9&12,2,0.0,11,61*!,-1
CCc1ccc(NC(=O)c2cc(-c3ccc(OC)cc3)on2)cc1,3,-2,-5,5,-15,-0.1,-1,3,-208
COC(=O)c1scc2c(=O)cc(C(F)(F)F)[nH]c12,-126,6,3,8,-2,-0.7,4,8,-320
Clc1nc(CN2CCCCC2)nc2sc3c(c12)CCCC3,-10,-12,5,4,3,-1.2,2,-32,-60
N=c1occ(C(=O)c2cc(F)ccc2O)cc1C(=O)NC1CCCCC1,21,-27,-9,8,-2,5.2,0,-29,-9
Nc1cc(=O)[nH]c(SCC(=O)Nc2ccc(Br)cc2)n1,5,-11[fluorescence artefact?],-1,1,-17,0.0,-3,-8,-14
Cc1cccc(OCC(=O)Nc2nnn(C)n2)c1C,6,-8,13,13&13,4,1.6,4,-20&29,-8
COc1ccccc1NC(c1cccnc1)c1ccc2cccnc2c1O (stereo not given),1,21,-5,8,12[fluorescence artefact?],-0.4,-7,-2,12
CNC(=O)c1ccccc1NC(=O)c1cccc(S(=O)(=O)N2CCCCC2)c1,6,-3,-4,0,5,1.3,nt,-19,9
COc1cc(-c2nc3n(n2)C(c2ccc(F)cc2)C2=C(CCCC2=O)N3)cc(OC)c1OC (stereo not given),9,4,-27,5,-2,-0.1,7,-21,-12
Cc1cc(C)n(CC(O)COc2ccccc2[N+](=O)[O-])n1 (stereo not given),1,-5,0,10,1,0.4,3,-3,-20

# Sorted by molecular weight (falling): 5 of the compounds above
SMILES,Hck Nef HTS,14-3-3 Bad inh,TbHK1 inh,EP2 antag,eIF4E 4G PPI,L929 necroptosis,Rad51 HR inh,EP2 modulator,m-calpain inh
Cc1nn(C(C)C(=O)NCCCc2ccccc2)c(=O)c2cc3occc3n12 (stereo not given),-2,10[fluorescence artefact?],28,3,0,-1.8,2,-34,11
O=C(C1COc2ccccc2O1)N1CCN(c2ccc(F)cc2)CC1 (stereo not given),0,-6,5,6,1,0.8,-3,-26,11
O=C1c2ccccc2C(Nc2ccc(Cl)cn2)N1c1ccccn1 (stereo not given),22,13,-6,14,-3,-0.3,-1,19,26
CCOC(=O)NC(=O)CSc1nc2ccccc2[nH]1,17,-2,4,4,0,2.2,26,-9,-17
CN(C)c1nnnn1Cc1ccc(Cl)cc1Cl,25,-7,-1,14,1,1.2,4,5,-27

# Assay outcomes: PubChem BioAssay, several laboratories
